TAG inh: inhibitors of triacylglycerol accumulation, primary screen, cell-based, uHTS, fluorescence, H9c2; AID 651582, 2012; 230,000 tested, 0.66% active; H9c2 cells, Nile Red lipid (TAG) fluorescence; cells loaded with 200 µM oleic acid; inhibition, % at 12.5 µM;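 active means pattern-corrected inhibition of lipid staining of at least 50% with the nuclear-stain viability signal not falling by more than 50%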;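 further: 0% = DMSO wells and 100% = triacsin C control wells; some results filed as inactive read as strong as hits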
TAG inh DAPI viability: further read-out of TAG inh, marked with its call; DAPI nuclei signal change (viability), lower = more cytotoxic, %;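 whole-well DAPI fluorescence read on a plate reader as a viability signal; minus 50 percent equals half of cells still viable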
* hit, by the source's call.

canonical_smiles	TAG inh	TAG inh DAPI viability
S=C(NCC1COc2ccccc2O1)Nc1ccccc1 (stereo not given)	1	2
O=C(CSc1nnc(-c2ccccc2)c(-c2ccccc2)n1)NCC1CCCO1 (stereo not given)	1	-1
Cc1ccc(S(=O)(=O)NN=C2C3CC4CC(C3)CC2C4)cc1	-10	14
COc1cc(/C=C\C(=O)NCc2ccc3[nH]c(C)cc3c2)cc(OC)c1OC	41	-11
O=C(Nc1ccno1)Nc1ccc(Cl)cc1Cl	-12	7
O=C(CSc1nnc(CNc2ccc(F)cc2)n1Cc1ccccc1)NCc1ccccc1	20	-5
CC(C)(C)C(=O)Nc1ccc(-c2csnn2)cc1	-3	3
CC(CN1CCOCC1)OC(=O)c1ccccc1 (stereo not given)	9	-5
COc1ccc(/C=N/NC(=O)c2ccco2)cc1OCc1ccccc1	-2	-6
CC(NS(=O)(=O)c1ccc(Br)cc1)C(=O)NCc1ccc2c(c1)OCO2 (stereo not given)	2	-7
N#C/C(=C\c1ccc(OCCN2CCOCC2)cc1)C(=O)Nc1ccccc1	2	-2
Cc1c(OCC(=O)OC(C)(C)C)ccc2c3c(c(=O)oc12)CCC3	5	21
O=C(CN1C(=O)NC2(CCCCCC2)C1=O)N1CCN(c2ccc(F)cc2)CC1	15	-5
CCOC(=O)[C@@H]1[C@H]2COc3ccccc3[C@H]2N2C(=O)N(c3ccc(C)cc3)C(=O)[C@]12C	0	-1
CCN(CC)CCN(C(=O)c1ccc2ncsc2c1)c1nc2cc3c(cc2s1)OCO3	10	1
Cc1ccc(NC(=O)c2cc(=O)c3ccccc3o2)c(C)c1	-10	5
CCN1CCc2c(sc(N)c2C#N)C1	-14	8
CCOCC(=O)N1CCN(c2ccc(F)cc2)CC1	-9	14
COc1ccc(C2c3cc(OC)c(OC)cc3CCN2C(=O)c2ccccc2Br)cc1OC (stereo not given)	0	3
CC(=O)c1ccc(Nc2nc(C(N)C(C)C)cs2)cc1 (stereo not given)	9	5
Cc1ccc(NS(=O)(=O)c2ccc3c(c2)OCCCO3)cc1S(=O)(=O)N1CCOCC1	1	-6
O=C(CNC(=O)c1ccccc1F)Nc1ccccc1C(F)(F)F	-2	-1
CCN1CCN(S(=O)(=O)c2ccc(Cl)c(C(=O)NCCc3ccccc3)c2)CC1	-16	0
CC[C@]12c3[nH]c4ccc(Cl)cc4c3CCN1C(=O)[C@@H](CC(=O)NCCCN(C)C)C[C@@H]2C(=O)N1CCN(C(=O)c2ccco2)CC1	2	7
CCCN1C(=O)c2cc(C(=O)NCc3ccc(OC)cc3)ccc2C1O (stereo not given)	3	-3

Entries of single compounds as entered above. Screens in order: TAG inh | TAG inh DAPI viability
Cc1ccc(NC(=O)c2cc(=O)c3ccccc3o2)c(C)c1 as listed: -10 | 5
CC(CN1CCOCC1)OC(=O)c1ccccc1 (stereo not given) as listed: 9 | -5
O=C(CNC(=O)c1ccccc1F)Nc1ccccc1C(F)(F)F as listed: -2 | -1

An excerpt from above in order of molar mass, lowest first:
canonical_smiles	TAG inh	TAG inh DAPI viability
Cc1ccc(NC(=O)c2cc(=O)c3ccccc3o2)c(C)c1	-10	5
S=C(NCC1COc2ccccc2O1)Nc1ccccc1 (stereo not given)	1	2
Cc1ccc(S(=O)(=O)NN=C2C3CC4CC(C3)CC2C4)cc1	-10	14
CCCN1C(=O)c2cc(C(=O)NCc3ccc(OC)cc3)ccc2C1O (stereo not given)	3	-3
COc1cc(/C=C\C(=O)NCc2ccc3[nH]c(C)cc3c2)cc(OC)c1OC	41	-11
CCN1CCN(S(=O)(=O)c2ccc(Cl)c(C(=O)NCCc3ccccc3)c2)CC1	-16	0
O=C(CSc1nnc(CNc2ccc(F)cc2)n1Cc1ccccc1)NCc1ccccc1	20	-5

Other records follow:
canonical_smiles	TAG inh	TAG inh DAPI viability
CCOC(=O)C1=CN(Cc2cccc(Br)c2)S(=O)(=O)N(CC)C1C (stereo not given)	-3	-10
COc1ccc(C(=O)Oc2cc(/C=N/NS(=O)(=O)c3ccccc3)ccc2OC)cc1	16	7
O=C(Nc1cccc(-c2nnco2)c1)c1cccs1	-1	10
CCOC(=O)C1(CCOc2ccccc2)CCN(Cc2cnc(C)[nH]2)CC1	10	-8
O=C(OCC(=O)N1CCc2ccccc21)c1nc(Cl)ccc1Cl	12	-9
Oc1ccc[n+](CCCCC[n+]2cccc(O)c2)c1	-7	5
CCC(C)c1ccccc1NC(=O)COc1ccc(-n2cnnn2)cc1 (stereo not given)	9	-7
O=C(NCc1ccccc1F)Nc1ccc([N+](=O)[O-])cc1	1	-8
c1ccc2c(c1)nc(NCCN1CCOCC1)c1nncn12	-11	4
COc1ccc(-c2nn(CCC#N)cc2C(=O)Nc2ccccn2)cc1OC	-4	1
CC(=O)Nc1cccc(N(C)C)c1	6	3
CC(=O)Nc1ccc(S(=O)(=O)NC2(C(F)(F)F)C(=O)Nc3c2c(=O)[nH]c(=O)n3Cc2ccco2)cc1 (stereo not given)	10	-21
COc1ccc(Cl)cc1NC(=O)CN(C)C(=O)CN1C(=O)NC(C)(c2ccc3ccccc3c2)C1=O (stereo not given)	14	-3
CC1CCc2nn(CC(=O)NCc3ccc(F)cc3)cc2C1 (stereo not given)	-16	-4
COc1ccc(OC)c(Cc2nnc(CCC(=O)NCc3ccsc3)o2)c1	3	-6
CCOc1ccccc1N/C=C/C(=O)C(C)(C)C	10	-1
CCOC(=O)C1(C)NC(c2ccco2)C2C(=O)N(c3ccccc3)C(=O)C21 (stereo not given)	23	-4
Clc1cccc(N2CCN(Cc3nnc(-c4ccccc4)o3)CC2)c1	1	-6
O=C(Nc1cccc(C(F)(F)F)c1)c1csc([C@H]2C[C@H](O)[C@@H](CO)O2)n1	-22	-3
Cc1nc(Cl)sc1C(=O)Nc1cccc(Cl)c1	-5	1
COC(=O)c1scc(C)c1NC(=O)C(Cl)c1ccccc1 (stereo not given)	-27	11
O=C(O)c1cc(NC(=O)c2cccc(N3C(=O)c4ccccc4C3=O)c2)cc(C(=O)O)c1	7	-3
CCn1c(CC(=O)Nc2ccccc2F)nnc1SCC(=O)N1CCOCC1	-12	9
O=C(CN1CCN(c2ccc(F)cc2)CC1)NCc1ccc(Cl)cc1	-6	-7
Cc1ccc(C(C)C)c(OCC(=O)OCC(=O)NC2CC2)c1	-8	0
CCNC(=S)N1CCN(CCN=CC2=C(O)CC(c3ccco3)CC2=O)CC1 (stereo not given)	-10	-8
CC(C)N(C(=O)CC1ON(C)C(=O)N1c1ccc(Cl)cc1)C(C)C (stereo not given)	-14	-3
O=C(O)CCC(=O)NCC(=O)c1ccc(F)cc1	-7	4
CCN(CC)C(=O)c1cccc(-c2csc(C(O)c3ccccc3)n2)c1 (stereo not given)	-19	0
CCOC(=O)[C@@H]1[C@H]2COc3cc(OC)ccc3[C@@H]2N2C(=O)N(c3ccc(C)cc3)C(=O)[C@]12C	-19	4
CCNC(=O)NC(=O)COC(=O)c1ccccc1SCC(=O)NC(=O)NCC	-1	2
O=C(Nc1ccccc1Cl)c1ccc2c(c1)N(Cc1ccc(F)cc1)C(=O)CS2=O (stereo not given)	-6	-4
O=C(CN1C(=O)NC2(CCCc3ccccc32)C1=O)c1ccc(Br)cc1 (stereo not given)	23	-1
O=C(CN1CCCCCC1)NCC1CCCO1 (stereo not given)	9	-20
CN1C(=O)C(C)(C)c2cc(S(=O)(=O)N(C)Cc3ccccc3)ccc21	-58	-5
O=C(CN1C(=O)NC2(CCCC2)C1=O)N1CCN(S(=O)(=O)c2cccc(F)c2)CC1	6	-3
CCc1cc(CNC(=O)CC2C(=O)NCCN2Cc2ccccc2C(F)(F)F)on1 (stereo not given)	-11	6
O=C(COC(=O)c1ccc(Cl)nc1)NCCc1ccc(F)cc1	1	8
CCOC(=O)c1c(NC(=O)Nc2ccccc2)sc(C)c1C	26	-1
Cc1ccc(SCc2nc3ncccn3c2Br)cc1	7	-1
N/C(=N\OC(=O)c1ccc2c(c1)OCO2)c1cccc(Br)c1	-1	-5
O=c1cc(CN2CCN(c3ccccc3)CC2)c2cc(O)c(-c3ccccc3)cc2o1	-230	-5
Cn1cccc1C(=O)NNC(=O)COc1ccccc1Cl	3	-2
Cc1ccc(OCC(=O)NCc2ccco2)cc1C	-1	15
CCOC(=O)c1c(NC(=O)CSc2ncnc3[nH]ncc23)sc2c1CCC(C)C2 (stereo not given)	17	-4
COc1ccc(Cl)cc1NC(=S)N1CCN(S(C)(=O)=O)CC1	3	-4
C=CC[C@@H](CC(=O)N(CCO)Cc1ccccc1)C(=O)N[C@H](COC(=O)[C@@H](CC=C)Cc1ccc(F)cc1)Cc1ccccc1	59*	-1.8*
COc1ccc(OC)c(-c2csc(NC(=O)C3=COCCO3)n2)c1	5	-3
COC(=O)CCC(=O)OC1(C)C(=O)C=C2C=C(C3CC3)N(CCCCO)C=C2C1=O (stereo not given)	-5	5
O=C(c1ccc([N+](=O)[O-])o1)N1CCN(c2nc3ccc(F)cc3s2)CC1	17	-32

Going on with the list:
canonical_smiles	TAG inh	TAG inh DAPI viability
Cc1ccc(NC(=O)C(=O)NCC2CCCN2S(=O)(=O)c2cccs2)cc1C (stereo not given)	-3	8
CC1CCc2cc(F)ccc2N1C(=O)c1ccncc1 (stereo not given)	6	-11
CC(C)c1cc(C(=O)OCC(=O)NC(=O)NCc2ccco2)c(O)c(C(C)C)c1	-18	17
CN(C)c1c2ccccc2nc2c(F)c(F)c(F)c(F)c12	19	24
Cc1cccc(C)c1OC(=O)CN(c1ccc(Cl)cc1)S(C)(=O)=O	12	-8
CC1(Oc2cccc(C#N)c2)CCN(Cc2ccc(-c3ccccn3)cc2)C1 (stereo not given)	-7	5
O=c1[nH]c(/C=C/c2cccnc2)c([N+](=O)[O-])c(=O)[nH]1	-8	4
COc1ccccc1NC(NC(=O)c1cccnc1)C(Cl)(Cl)Cl (stereo not given)	-8	5
O=C(CS(=O)(=O)c1ccccc1)NCc1ccccc1	-10	-14
Cc1cc(C(=O)NNC(=O)c2nn(C)c(=O)c3ccccc23)c(C)o1	-17	8
O=C(O)/C=C/C(=O)NCCC1=CCCCC1	-1	-1
CCC(C)c1ccc(NC(=S)N2CCN(c3ccccn3)CC2)cc1 (stereo not given)	9	5
COc1cccc(C(=O)Nc2nc3ccccc3[nH]2)c1	3	3
CCN1CCCC1CNC(=O)CSCc1nc(-c2ccccc2C)oc1C (stereo not given)	11	-18
Cc1cccc(CN2CCC(CNC(=O)C3CCCN(S(=O)(=O)c4cnc[nH]4)C3)CC2)c1 (stereo not given)	22	15
O=C(CSc1nnc(-c2ccccc2NC(=O)c2ccccc2)o1)OC1CCCCC1	0	-7
CCOC(=O)c1cnn(-c2ccc(C)cc2)c1N	6	-3
CCCn1c(N)c(C(=O)CSc2nnc(C)n2Cc2ccccc2)c(=O)n(C)c1=O	5	-3
Cc1cc(F)ccc1S(=O)(=O)N1CCC2(CC1)OCCN2S(=O)(=O)c1cccs1	10	-6
CCOC(=O)C1CCN(C(=O)CSC2=NCCS2)CC1	-8	0
O=C(Nc1ccc(Cl)c(Cl)c1)C1=Cc2ccccc2OC1	-12	12
COc1ccc(S(=O)(=O)N2CCCCC2)cc1NS(=O)(=O)c1ccc(CNC(C)=O)cc1	-2	-8
Cc1cc(N/N=C/c2ccc(O)cc2O)nc(N2CCOCC2)n1	12	-5
COc1ccc(NC(=S)NC(=NS(=O)(=O)c2ccc(Cl)cc2)c2ccccc2)cc1	-17	4
Nc1ccc(CNc2ncn[nH]2)cc1	2	-5
Cc1ccc(NC(=O)COC(=O)Cn2cnc3ccccc32)c([N+](=O)[O-])c1	-5	1
O=c1c(Cl)c(Cl)cnn1Cc1nnc(-c2ccc(Cl)cc2)o1	61*	-17*
CN(C)S(=O)(=O)c1cccc(NC(=S)NCCCn2ccnc2)c1	-7	3
O=C(CC1S/C(=N/N=C/c2c[nH]c3ccc(OCc4ccccc4)cc23)NC1=O)Nc1ccccc1 (stereo not given)	19	-10
COc1ccc(C(c2sc3ncnn3c2O)N2CC(C)OC(C)C2)cc1OC (stereo not given)	-25	-1

Screening results (PubChem BioAssay)

This is a subset (hit frequency here may not be typical).
